Compound activity deposited in PubChem BioAssay by The Scripps Research Institute Molecular Screening Center.
PAFAH1B3 FP inh – blocks human PAF acetylhydrolase 1B catalytic subunit 3. 340,000 tested, 0.28% active. Q15102. inhibition, % at 3.39 µM. recombinant PAFAH1B3, FP-rhodamine probe, fluorescence polarization;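 active means inhibition above the screen-wide average of all tested compounds plus 3 SD, cut at about 25% in these data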;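 further: 0% = enzyme with DMSO only and 100% = wells lacking PAFAH1B3 protein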
Target sequence (Q15102 whole entry, looked up): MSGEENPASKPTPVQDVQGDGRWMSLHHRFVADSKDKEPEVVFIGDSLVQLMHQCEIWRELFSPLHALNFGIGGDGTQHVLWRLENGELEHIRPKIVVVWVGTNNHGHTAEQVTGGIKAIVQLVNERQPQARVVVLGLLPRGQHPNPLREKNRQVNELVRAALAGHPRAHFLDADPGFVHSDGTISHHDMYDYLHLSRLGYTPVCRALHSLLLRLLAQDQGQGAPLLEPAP
GSTO1 counter – GSTO1 inhibition, counter-screen for RBBP9 inhibitors; P78417; recombinant GSTO1, activity-based probe fluorescence polarization; inhibition, % at 5.96 µM; 300,000 tested, 1.1% active; AID 1974;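 active means inhibition above the campaign mean inhibition plus 3 SD, cut at about 35% in these data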;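 further: 0% = GSTO1-1 with DMSO and 100% = wells lacking GSTO1-1 enzyme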
Target sequence (P78417 whole entry, looked up): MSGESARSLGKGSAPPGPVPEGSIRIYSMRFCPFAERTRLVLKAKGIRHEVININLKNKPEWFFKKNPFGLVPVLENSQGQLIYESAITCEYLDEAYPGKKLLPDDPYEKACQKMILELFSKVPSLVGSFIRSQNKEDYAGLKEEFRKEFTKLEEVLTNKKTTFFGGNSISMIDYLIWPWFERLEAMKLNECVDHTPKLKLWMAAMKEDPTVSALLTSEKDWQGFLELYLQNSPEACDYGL
PAFAH1B2 inh – blocks human PAF acetylhydrolase 1b catalytic subunit 2; P68402; recombinant PAFAH1B2, FP-rhodamine activity probe, fluorescence polarization; inhibition, % at 3.39 µM; 340,000 tested, 1.2% active; AID 492953;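 active means inhibition above the mean of all tested compounds plus 3 SD, cut at about 24% in these data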;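 further: 0% = enzyme with DMSO and 100% = wells lacking PAFAH1B2; many of its hits are not listed in these tables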
PREPL inhibitor – inhibitors of human prolyl oligopeptidase-like enzyme PREPL; inhibition, % at 5.96 µM; 320,000 tested, 0.68% active; recombinant PREPL, fluorescence polarization activity-based probe; Q4J6C6; in the data active means inhibition above about 43%;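 further: 0% = enzyme with DMSO and 100% = wells lacking enzyme; many of its hits are not listed in these tables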
PAFAH2 FP inh – PAFAH2 (human) inhibition | Q99487 | recombinant PAFAH2, FP-rhodamine activity probe, fluorescence polarization | inhibition, % at 3.39 µM | 340,000 tested, 0.99% active | AID 492956;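 active means inhibition above the mean over all tested compounds plus 3 SD, cut at about 30% in these data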;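 further: inhibitors block probe labeling of enzyme so polarization drops; 0% = enzyme with DMSO and 100% = wells lacking PAFAH2 protein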
LYPLA2 inh – LYPLA2 (human) inhibition in PME1 counter-screen; recombinant LYPLA2, FP-Rh probe fluorescence polarization; inhibition, % at 5.9 µM; 320,000 tested, 0.38% active; AID 2177;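 active means inhibition above the screen-wide mean plus 3 SD, limit set per campaign, cut at about 26% in these data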;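 further: 0% = LYPLA2 with DMSO and 100% = wells lacking LYPLA2 enzyme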
pPAFAH inh – pPAFAH (human) enzyme inhibition; recombinant pPAFAH, FP-rhodamine probe fluorescence polarization; inhibition, % at 3.39 µM; 330,000 tested, 1.5% active;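 active means inhibition above the mean inhibition across the screen plus 3 SD, cut at about 25% in these data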;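 further: inhibitors block binding of the rhodamine activity-based probe so polarization drops; 0% = enzyme with DMSO and 100% = wells lacking pPAFAH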
Target sequence (Q13093 whole entry, looked up): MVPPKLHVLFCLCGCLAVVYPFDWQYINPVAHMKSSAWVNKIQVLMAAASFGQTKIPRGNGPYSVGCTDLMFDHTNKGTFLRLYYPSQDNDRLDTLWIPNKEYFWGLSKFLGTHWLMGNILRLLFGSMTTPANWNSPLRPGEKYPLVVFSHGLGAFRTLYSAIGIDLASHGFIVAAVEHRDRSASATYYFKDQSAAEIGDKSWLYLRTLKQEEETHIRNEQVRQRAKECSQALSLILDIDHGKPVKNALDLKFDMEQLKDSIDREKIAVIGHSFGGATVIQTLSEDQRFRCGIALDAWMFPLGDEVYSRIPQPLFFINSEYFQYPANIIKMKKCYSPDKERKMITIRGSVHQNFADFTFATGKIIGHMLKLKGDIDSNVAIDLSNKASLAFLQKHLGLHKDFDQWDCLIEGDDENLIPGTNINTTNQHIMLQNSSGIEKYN
PAD4 inh – inhibitors of human PAD4; recombinant PAD4, RCA probe fluorescence polarization; 330,000 tested, 0.41% active; inhibition, % at 6.36 µM; AID 485272; Q9UM07;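 active means percent inhibition above a cutoff equal to the mean of all tested compounds plus 3 SD, cut at about 15% in these data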;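 further: 0% = PAD4 with RCA probe and DMSO and 100% = probe without PAD4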
LYPLA1 counter – blocks human lysophospholipase 1, a PME1 counter-screen; O75608; recombinant LYPLA1, FP-Rh probe fluorescence polarization; inhibition, % at 5.9 µM; 320,000 tested, 0.16% active; AID 2174;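 active means inhibition above the mean of all tested compounds plus 3 SD, set per campaign, cut at about 14% in these data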;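 further: inhibitors block serine hydrolase probe labeling of LYPLA1 so polarization falls; 0% = enzyme with DMSO and 100% = wells lacking LYPLA1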
The depositor's hits bear a star; . = not tested or not shown; & = joins results of further samples. These rows are one share of the data, so the mix of outcomes need not match the whole.

SMILES	PAFAH1B3 FP inh	GSTO1 counter	PAFAH1B2 inh	PREPL inhibitor	PAFAH2 FP inh	LYPLA2 inh	pPAFAH inh	PAD4 inh	LYPLA1 counter
CC(C)CC(NC(=O)C1CCC(C)CC1)C(=O)NCc1ccco1 (configuration not stated)	1.9	5.0	1.1	1.3	5.9	-1.3	0.3	-2.5	-1.3
O=c1cc(O)nc(SCc2ccccc2)n1-c1ccc(F)cc1	-3.2	2.3	3.4	7.9	-10.4	-6.9	0.6	0.3	-3.4
COc1ccc(-c2nc(CS(=O)CC(=O)NCCCN3CCOCC3)c(C)o2)cc1OC (configuration not stated)	-1.7	-4.8	-5.4	10.9	2.0	3.3	-3.3	-3.9	2.7
Cc1cc(NC(=O)c2ccc3c(c2)OCCO3)ccc1NC(=O)c1ccco1	.	4.9	.	-0.6	.	-1.4	2.5	0.7	-4.0
Cc1nnc(NC(=O)c2sc3nc(-c4cccs4)cc(C(F)(F)F)c3c2N)s1	11.2	-10.6	1.7	11.1	14.7	-4.8	69.7*	-19.4	-2.9
O=C(COC(=O)CCN1C(=O)C2CC=CCC2C1=O)Nc1ccc(Cl)cc1F (configuration not stated)	5.3	.	-1.9	15.0	-2.2	-4.3	0.9	-4.2	-1.4
CC(=O)c1c(C)[nH]c(C(=O)N2CCN(C(=O)c3ccco3)CC2)c1C	-2.0	-4.7	2.8	-7.1	8.0	6.4	4.8	-0.8	-15.8
CC(=O)n1cc([C@@H]2C=C(C(=O)N3CCOCC3)O[C@H](OCc3ccc(CO)cc3)C2)c2ccccc21	3.5	4.2	0.2	15.0	6.5	-8.6	1.9	1.8	-1.1
O=c1c2sccc2nc(SCc2ccc([N+](=O)[O-])cc2)n1Cc1ccccn1	7.5	-1.5	5.2	8.2	0.7	-4.1	10.2	-2.2	-2.3
COc1ccc(CC(=O)Nc2cccc(-c3nnc(-c4cccc(C)c4)o3)c2)cc1OC	7.8	-44.9	-0.8	-26.2	-5.6	-52.0	-17.0	-2.6	-36.5
COc1ccc(-c2cn(CCCOCc3ccccc3)nn2)cc1	-1.0	3.2	8.2	-3.7	-3.4	5.7	10.0	-3.2	1.6
CCCCCCNC(=O)c1cccc(-c2ccc(C)c3ccccc23)n1	9.1	0.8	-5.7	12.4	3.8	-1.4	14.8	-1.9	1.0
CCCC(C)NC(=O)c1cc(C(=O)OC)cc([N+](=O)[O-])c1 (configuration not stated)	-5.4	-0.7	5.5	2.9	-1.0	-0.5	-2.9	1.8	-0.8
NS(=O)(=O)c1ccc(N2N=C(c3ccccc3)CC2c2cccc(Br)c2)cc1 (configuration not stated)	12.6	.	4.0	.	0.4	.	5.0	-5.5	.
C/C(N)=C(/C#N)C(=O)COC(=O)C1Cc2ccccc2CN1S(C)(=O)=O (configuration not stated)	-2.7&10.2	0.2	15.2&18.4	-9.4	4.3&4.5	-5.7	12.4	-1.3	-2.1
COc1ccc(Cl)cc1S(=O)(=O)N(C)CC(=O)NCc1ccccn1	6.0	6.6	1.7	-0.8	4.6	4.2	5.3	-3.5	4.0
COCCN(C(=O)COC(=O)C1COc2ccccc2O1)c1c(N)n(Cc2ccccc2)c(=O)[nH]c1=O (configuration not stated)	3.0	-0.3	0.3	-9.2	-5.0	1.4	1.4	0.3	-0.1
Cc1cc(C)cc(NC(=O)N2CCCC2C(=O)Nc2ccc(-n3cnnn3)c(C)c2)c1 (configuration not stated)	0.2	0.8	-2.1	3.0	-1.3	5.5	5.1	-2.7	-0.8
CC(C)c1ccc2occ(-c3nn[nH]n3)c(=O)c2c1	-2.5	-1.3	6.7	-4.7	6.9	3.9	-1.1	-1.7	-0.7
C=CCc1cccc2cc(C(=O)N3CCN(C(=O)c4ccco4)CC3)c(=O)oc12	2.6	-1.8	-1.6	16.5	-2.4	9.0	0.4	-10.1	1.0
Cc1ccc(C(=O)Nc2cc(Cl)ccc2N2CCCCC2)s1	-0.8	-3.0	2.3	-0.7	-6.0	-6.0	1.2	-7.2	-4.3
COCCN(CC(=O)Nc1cccc(C)c1C)C(=O)c1cc(S(=O)(=O)N2CCCC2)ccc1C	-1.2	.	0.4	19.9	10.7	2.0	-0.2	6.0	0.1
CCc1nccn1S(=O)(=O)c1cc(Br)ccc1OC	1.0	-1.4	1.7	0.1	4.6	0.4	-2.9	0.0	0.4
NS(=O)(=O)c1ccc(C(=O)Nc2ccc(-c3nc4cccnc4s3)cc2)cc1	-40.2	-54.8	-22.6	9.7	-35.8	-16.9	-5.1	-2.0	-8.0
COc1ccc(/C=N/NC(=O)c2c(C)nnn2-c2nonc2N)cc1OC	3.6	2.9	-0.9	-5.0	-1.1	4.1	21.1	-3.6	0.8

By substructure, the compounds so far containing fluorine.
SMILES	PAFAH1B3 FP inh	GSTO1 counter	PAFAH1B2 inh	PREPL inhibitor	PAFAH2 FP inh	LYPLA2 inh	pPAFAH inh	PAD4 inh	LYPLA1 counter
O=c1cc(O)nc(SCc2ccccc2)n1-c1ccc(F)cc1	-3.2	2.3	3.4	7.9	-10.4	-6.9	0.6	0.3	-3.4
Cc1nnc(NC(=O)c2sc3nc(-c4cccs4)cc(C(F)(F)F)c3c2N)s1	11.2	-10.6	1.7	11.1	14.7	-4.8	69.7*	-19.4	-2.9
O=C(COC(=O)CCN1C(=O)C2CC=CCC2C1=O)Nc1ccc(Cl)cc1F (configuration not stated)	5.3	.	-1.9	15.0	-2.2	-4.3	0.9	-4.2	-1.4

Remaining list, next part:
SMILES	PAFAH1B3 FP inh	GSTO1 counter	PAFAH1B2 inh	PREPL inhibitor	PAFAH2 FP inh	LYPLA2 inh	pPAFAH inh	PAD4 inh	LYPLA1 counter
C#Cc1ccc(C(=O)Nc2ccc(N3CCC(C)CC3)c(C(N)=O)c2)cc1	3.3	-1.9	-2.0	-1.4	2.3	9.2	5.9	-1.4	3.7
Cc1ccc(-c2nc(CS(=O)CC(=O)NCc3ccccc3)c(C)o2)cc1 (configuration not stated)	9.8	5.6	4.1	-6.2	2.3	-0.8	0.6	-1.6	0.4
O=C(NC1CCCC1)c1ccccc1-c1ccccc1	1.9	-1.7	-0.5	9.3	2.3	1.1	-4.7	2.0	-0.6
NS(=O)(=O)c1ccc(NC(=O)CN2CCN(S(=O)(=O)c3ccc(F)cc3)CC2)cc1	4.5	23.4	2.6	-1.6	-2.3	-0.1	2.2	-2.9	-0.9
OCCCCC#Cc1c(-c2ccsc2)sc2ccccc12	0.9	6.0	1.8	0.2	-0.2	-1.1	11.2	-0.5	-3.6
CCCn1c(C(C)Nc2nc(-c3ccc(C)cc3)cs2)nc2ccccc21 (configuration not stated)	7.3	4.5	4.5	4.7	6.3	-3.8	15.7	3.3	0.9
CCOCCc1nnc(NC(=O)Cc2c(F)cccc2Cl)s1	3.1	2.5	0.1	7.0	-8.7	1.5	1.4	-0.6	-2.5
Cc1cccc(N2CCN(Cc3cnc(Cl)s3)CC2C)c1 (configuration not stated)	2.3	3.4	0.3	-3.1	4.8	-3.5	1.1	2.3	-0.5
COc1ccc(C(=O)C2CCCN(C(=O)COc3ccc(C(C)=O)cc3)C2)cc1F (configuration not stated)	13.8	5.9	-0.2	4.0	3.7	11.6	-0.1	-1.0	0.3
O=C(Nc1ncn[nH]1)c1ccc(Cl)c(S(=O)(=O)Nc2ccc(Cl)cc2)c1	8.5	0.7	13.6	-1.9	-6.0	-6.8	2.0	-0.6	-1.5
Cc1c(NC(=O)c2noc3c2CCc2ccccc2-3)c(=O)n(-c2ccccc2)n1C	5.7	6.5	5.5	4.0	2.2	-7.4	-4.1	5.9	-2.9
CCOc1ccc(N(CC(=O)NCC2CCCO2)S(=O)(=O)c2ccc(Cl)cc2)cc1 (configuration not stated)	-2.9	4.4	2.2	-3.7	-1.0	7.6	4.0	1.5	2.0
O=C(CNC(=O)c1cccc(N2C(=O)c3ccccc3C2=O)c1)Nc1ccc(F)c(F)c1	-10.8	.	-8.4	-7.0	-43.6	-64.2	1.5	0.7	-35.7
Cc1ccc2cc(NC(=O)CC(CC(=O)O)c3ccccc3)ccc2n1 (configuration not stated)	7.3	3.0	-0.8	0.4	-2.1	-0.9	-2.4	0.6	-4.0
CC(C)C(=O)NNc1nc2ccccc2s1	3.9	0.0	0.4	-38.4	5.0	1.4	6.0	1.8	-4.1
C#CCSc1nnc(-c2ccc(OC)cc2)o1	0.5	-2.8	4.1	-1.8	2.8	-4.4	3.5	0.7	-0.6
COc1cccc(N2CCN(C(=O)c3c(C)nn(-c4ccccc4)c3C)CC2)c1	3.0	6.2	0.0	6.4	8.2	-11.9	-8.8	1.4	-2.2
CC(C)(C)c1ccc(C(=O)Nc2ccc(Cl)cc2)cc1	0.6	4.0	0.3	8.0	1.7	1.5	-4.5	0.0	0.1
Fc1cccc(CN2CCN(c3nc4nonc4nc3NC3CC3)CC2)c1	10.8	3.1	-2.5	-12.1	1.5	-1.8	5.9	1.0	-1.4
CCC(=O)c1ccc(OCC(=O)OCC(=O)c2c(N)n(C)c(=O)n(C)c2=O)cc1	-7.6	.	-1.8	14.2	-7.8	-1.9	1.3	-3.5	-0.3
CC(=O)N1c2ccc(S(=O)(=O)NCCc3ccc(Cl)cc3)cc2CC1C (configuration not stated)	-2.9	21.3	15.8	-63.8	-2.4	-0.9	29.7*	-0.2	-2.3
Cc1nn(-c2ccc(N3CCCCC3)nn2)c(C)c1CCC(=O)Nc1cc(F)ccc1F	-1.0	-1.0	-4.3	10.4	3.1	11.5	0.1	-7.8	2.1
CON(C)c1nc(OCCNC(=O)OCc2ccc(Cl)cc2Cl)nc(N(C)C)n1	4.7	-3.8	5.0	5.6	-0.2	2.7	-3.6	2.1	-1.3
CCCCOc1cccc(C(=O)Nc2ccc(S(=O)(=O)Nc3nnc(CC)s3)cc2)c1	2.9	-14.3	1.2	-8.4	-1.2	19.9	-16.8	0.0	-8.5
Cc1cccc(/N=C2/NC(=O)C(Cc3ccccc3)S2)n1 (configuration not stated)	-1.6	2.2	-1.1	4.6	0.2	-8.8	-9.7	-4.1	-7.7
Other records follow:
SMILES	PAFAH1B3 FP inh	GSTO1 counter	PAFAH1B2 inh	PREPL inhibitor	PAFAH2 FP inh	LYPLA2 inh	pPAFAH inh	PAD4 inh	LYPLA1 counter
COc1cc(C)ccc1OCCOCCOc1ccc(C)cc1[N+](=O)[O-]	-2.0	2.7	2.4	-4.1	4.4	-3.7	3.8	-0.2	0.4
O=C(CCl)Nc1cccc2ncccc12	7.6	68.9*	-1.5	8.2	-6.5	-7.0	5.3	-0.8	-5.3
CCn1c(SCC(=O)NCc2ccccc2)nnc1-c1cccnc1	14.3	1.0	0.6	10.8	-1.2	0.4	-1.4	-6.2	-3.4
COCCCn1c(=O)/c(=C\c2ccccc2OC(F)F)s/c1=C(/C#N)C(=O)NC(C)C	-4.0	5.1	-1.4	12.9	1.1	-2.2	1.6	-0.5	-3.3
O=C(CCC(=O)N(CC(=O)NC1CCCC1)Cc1ccccc1)Nc1nccs1	1.9	3.4	-2.8	1.6	-13.0	-6.0	0.6	1.1	-1.6
NCCc1nnc(SCC(N)=O)o1	0.2	-1.4	1.1	-0.5	3.0	0.2	-5.2	-0.1	-1.7
CN(C)c1ccc(/C=N/N(CCC(=O)NC(C)(C)C)C2=NS(=O)(=O)c3ccccc32)cc1	6.6	0.7	4.9	2.5	-1.6	-4.8	2.4	-2.3	-2.3
O=S(=O)(c1cccc2cccnc12)N1CCc2ccccc21	3.7	1.9	4.0	-6.6	-1.0	11.0	1.8	7.3	2.9
Cc1ccc(C(=O)NC(=S)N(C)Cc2ccccc2)cc1	2.8	0.9	4.3	0.7	-2.4	2.2	1.4	2.0	2.8
